Cneo AK release – Cryptococcus neoformans lysis via adenylate kinase release; lysis activity, % at 15 µM; C. neoformans lysis, adenylate kinase release luminescence, 4 h; normalised: neutral wells 0, clomiphene wells 100; 360,000 tested, 0.2% active;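 active means mean lysis activity across replicates of at least 80%, whatever share of replicates individually reach that level; inactive means mean lysis activity below 80%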
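Assay system: C. neoformans cells. Amount: yeast cell density of 5 × 10^6 cells/mL. Technique: AK luminescence. Buffer or medium: YPD. Times: static 4 h at 37 °C with compound, 1 h detection. Dosing: single-point compound dose. Read-out: lysis from increased AK signal.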
PGC1a acetyl inh – PGC1a acetylation modulation, inhibitor mode. inhibition, % at 15.6 µM. U2OS PGC1a acetylation, AlphaScreen anti-acetyl-lysine; with virally co-expressed GCN5 acetyltransferase. AID 651687. 350,000 tested, 0.17% active;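 active means every replicate shows inhibition of at least 40%; inconclusive means mean inhibition at least 40% but some replicate below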;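 further: 0% = neutral control wells and 100% = positive control wells; some results beyond the cut were filed as inactive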
S100A4 MyoIIA – inhibitors of human S100A4 binding to myosin IIA peptide. S100A4/TAMRA-MyoIIA peptide fluorescence polarization. P26447. AID 652163. 360,000 tested, 0.14% active. inhibition, % at 10.7 µM;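 active means mean inhibition of at least 70% across replicates, with every replicate also reaching that level; inconclusive means mean inhibition reaches 70% but some replicates fall short; inactive means mean inhibition below 70%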
Target sequence (P26447 whole entry, looked up): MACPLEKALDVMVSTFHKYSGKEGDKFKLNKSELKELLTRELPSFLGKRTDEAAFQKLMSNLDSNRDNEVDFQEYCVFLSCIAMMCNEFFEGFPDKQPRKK
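Compound dosing: one dose per compound; test system: human S100A4 monomer with TAMRA-labelled myosin IIA peptide; probe or stimulus: TAMRA-labelled myosin IIA heavy-chain peptide probe, 5 nM; medium: HEPES buffer with Ca2+, pH 7.2; schedule: 5 min incubation before reading; benchmarks: neutral control DMSO, positive control TFP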
ERAP1 inh – blocks human ERAP1 aminopeptidase activity; 340,000 tested, 0.15% active; inhibition, % at 10.7 µM; AID 652197; Q9NZ08; recombinant ERAP1, Leu-AMC fluorescence, 60 min;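 active means mean replicate inhibition of at least 30%, or all replicates individually reaching that 30% level; inactive means mean below 30% and not every replicate reaching it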;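 further: 0% = neutral control wells and 100% = L-leucinethiol positive control wells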
Statin myotox sup – suppressors of simvastatin-induced myotoxicity in C2C12 myotubes | ATP luminescence, 48 h; scaled: DMSO 0, geranylgeraniol control 100 | rescue of ATP level, % at 7.49 µM | 330,000 tested, 0.78% active | AID 602340;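 active means mean ATP rescue above about 67%, or every replicate alone reaching that limit, limit read from the data, passing the limit was not always enough; inconclusive means no clear call, values can overlap the other calls; inactive means mean under the limit and some replicate under it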;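 further: myotubes were challenged with 10 µM simvastatin during compound exposure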
LGR2 inh – Drosophila LGR2 receptor signaling inhibition. HEK293 LGR2, CRE-luciferase, bursicon-stimulated, 4 h. inhibition, % at 9.99 µM. 380,000 tested, 0.35% active. AID 720647;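 active means drop in luminescence signal, shown as inhibition above about 50% in the replicate tests, limit read from the data, passing the limit was not always enough; inconclusive means probably only some replicates passing the limit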;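 further: agonist challenge used bursicon conditioned medium at about half maximal strength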
Xi reactivation – reactivates the inactive X chromosome in mouse fibroblasts. XiGFP mouse fibroblasts, % GFP-positive cells imaging, 3 d; cells co-treated with 5-aza-dC sensitizer; scaled so ellipticine positive control = 100%. activation, % at 7.58 µM. 360,000 tested, 0.055% active. AID 743238;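 active means mean normalized replicate activation at least 10% and every replicate at or above 10%; inconclusive means only one of the two criteria met; inactive means mean below 10% and not all replicates reach 10%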;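 further: 0% = median of on-plate neutral control wells and 100% = ellipticine 6 µM median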
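material = 68-5-11 XiGFP fibroblast line | medium = DMEM plus 5-aza-dC sensitizer | schedule = 3 days compound exposure | benchmarks = positive control ellipticine, 6 µM final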
SIRT5 block – inhibitors of human sirtuin-5 desuccinylase. Q9NXA8. Purified SirT5, succinyl-peptide AMC, trypsin-coupled fluorescence. inhibition, % at 15 µM. 330,000 tested, 1.1% active. AID 652115; in the data active means inhibition above about 15%; inconclusive means no clear call, values can overlap the other calls
Target sequence (Q9NXA8 whole entry, looked up): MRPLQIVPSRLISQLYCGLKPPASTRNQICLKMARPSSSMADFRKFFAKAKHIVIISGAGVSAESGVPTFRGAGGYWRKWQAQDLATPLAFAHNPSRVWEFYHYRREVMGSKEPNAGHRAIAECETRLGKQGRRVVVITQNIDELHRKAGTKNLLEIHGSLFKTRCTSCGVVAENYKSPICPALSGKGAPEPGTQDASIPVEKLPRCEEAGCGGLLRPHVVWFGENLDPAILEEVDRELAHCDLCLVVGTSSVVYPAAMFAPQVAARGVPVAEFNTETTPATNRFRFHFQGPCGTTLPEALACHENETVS
* = called active by the depositor; ? = inconclusive; nt = not tested or not shown; & = joins results of further samples.

Start of the data: the first four records, to show the layout:
Every second line gives: ERAP1 inh	S100A4 MyoIIA	LGR2 inh	Statin myotox sup	PGC1a acetyl inh	SIRT5 block	Cneo AK release	Xi reactivation
O=c1[nH]c2ccccc2n1C1CCN(C(c2nnnn2Cc2ccccc2)C2CC2)CC1 (stereo unspecified)
  -3.4	13.2	29.8	2.7	24.3	1.1	-9.7	0.0
CC(C)C[C@H]1COc2cccc(N3CCN(C)CC3)c2S(=O)(=O)N1
  nt	-5.2	-1.6	nt	nt	-3.4	nt	-0.1
C[C@H]1CCC/C=C/[C@@H]2C[C@H](O)C[C@H]2[C@@H](O)/C=C/C(=O)O1
  0.5	-0.7	28.0	nt	?	nt	nt	0.7
Cc1ccc(-n2c(/C=C/c3ccccn3)nc3ccccc3c2=O)cc1
  -1.2	-1.2	12.4	10.1	nt	-3.8	-0.3	0.1

Results, previewed entries included:
Every second line gives: ERAP1 inh	S100A4 MyoIIA	LGR2 inh	Statin myotox sup	PGC1a acetyl inh	SIRT5 block	Cneo AK release	Xi reactivation
O=c1[nH]c2ccccc2n1C1CCN(C(c2nnnn2Cc2ccccc2)C2CC2)CC1 (stereo unspecified)
  -3.4	13.2	29.8	2.7	24.3	1.1	-9.7	0.0
CC(C)C[C@H]1COc2cccc(N3CCN(C)CC3)c2S(=O)(=O)N1
  nt	-5.2	-1.6	nt	nt	-3.4	nt	-0.1
C[C@H]1CCC/C=C/[C@@H]2C[C@H](O)C[C@H]2[C@@H](O)/C=C/C(=O)O1
  0.5	-0.7	28.0	nt	?	nt	nt	0.7
Cc1ccc(-n2c(/C=C/c3ccccn3)nc3ccccc3c2=O)cc1
  -1.2	-1.2	12.4	10.1	nt	-3.8	-0.3	0.1
CC(=O)N1N=C2C3CCN(CC3)C2C1c1cccc2ccccc12 (stereo unspecified)
  0.4	-1.8	16.1	-0.8	16.3	-2.6	1.3	0.0
O=C(OCC(=O)c1ccc([N+](=O)[O-])cc1)/C(=C\c1ccc(Cl)cc1)NC(=O)c1ccccc1
  nt	nt	18.7	27.2	9.9	nt	-0.6	nt
COc1ccc2c(c1)CC1(CN2C)C(=O)NC(=O)N(CCc2ccccc2)C1=O (stereo unspecified)
  nt	-1.9	nt	4.3	10.2	nt	0.3	nt
NS(=O)(=O)c1nc[nH]c1[N+](=O)[O-]
  4.5	-2.0	nt	-3.6	12.6	2.1	-0.1	0.5
N=C1c2ccccc2CN1NC(=O)c1ccc(Br)cc1
  -1.6	5.1	11.6	-6.7	8.2	-2.5	-1.8	0.0
O=C(CCl)Nc1nccs1
  -5.4	10.1	6.0	14.8	-19.8	0.1	nt	0.3
NC(Cc1ccccc1)Cc1ccccc1
  4.8	-1.3	10.3	nt	nt	-1.7	nt	0.1
Clc1ccc(N2CCNCC2)nn1
  3.7	-1.9	-21.2	nt	nt	0.4	nt	0.0
CC(=NCCCn1ccnc1)c1c(O)n(-c2ccccc2)c(=O)[nH]c1=O
  nt	1.2	-2.1	nt	nt	3.6	nt	-0.1
NNC(=O)c1ccc(Cl)cc1
  -1.5	-8.3	-1.9	-9.8	nt	0.6	-3.7	0.0
Cc1ccc(N2C(=O)NC(=O)C(CCc3ccccn3)(Cc3ccc(F)cc3)C2=O)cc1 (stereo unspecified)
  2.2	0.8	nt	nt	5.3	-3.2	nt	0.0

The listing continues.
Every second line gives: ERAP1 inh	S100A4 MyoIIA	LGR2 inh	Statin myotox sup	PGC1a acetyl inh	SIRT5 block	Cneo AK release	Xi reactivation
COC(=O)C1=C(c2cccc(OC)c2OC)C[C@@H]2CC[C@H]1N2C(=O)NCCS(C)=O (stereo partly specified)
  -1.3	0.5	-16.9	-8.1	nt	-0.5	2.1	0.0
CC(=O)c1ccc2c(c1)OCO2
  2.8	2.2	nt	-4.7	-4.2	nt	-3.1	nt
CN1CCN(Cc2nc3ccccc3c(=O)[nH]2)CC1
  -0.2	-4.9	12.5	3.1	5.7	-4.2	nt	nt
Cc1cc(C)cc(N2C(=O)NC(=O)/C(=C/c3cccn3-c3ccc(Cl)cc3)C2=O)c1
  -8.7	1.1	?	nt	nt	-0.7	nt	0.0
O=C(O)[C@@H]1[C@@H](CO)[C@@H]2Cn3c(ccc(-c4cncnc4)c3=O)[C@H]1N2C(=O)NC1CCCC1
  1.3	10.1	4.3	-4.6	nt	-16.2	1.9	0.3
c1ccc(C2(N3CCCCC3)CCCCC2)cc1
  -0.7	-2.0	-9.5	-1.6	28.9	nt	1.1	nt
O=C(Cc1ccccc1)N1CCN(Cc2ccccc2Cl)CC1
  -4.0	-5.9	-2.7	14.4	1.0	-4.9	-0.1	0.0
C=CCN=C(SCC(=O)c1ccc(Cl)cc1)c1c(O)n(C)c(=O)n(C)c1=O
  4.7	-7.1	3.6	2.5	-0.1	0.8	nt	0.2
C1=C(CCNCc2ccccc2)CCCC1
  nt	nt	5.5	56.1	6.7	nt	1.8	nt
ClC1=C(Cl)C2(Cl)C3C(Cl)C=CC3C1(Cl)C2(Cl)Cl (stereo unspecified)
  3.0	-2.4	-1.6	0.2	-7.3	nt	0.9	nt
Nc1ccc(Cc2ccc(N)cc2)cc1
  1.3	-8.8	nt	-1.6	8.4	-0.5	2.2	0.0
COC(=O)[C@H]1[C@H](CO)[C@H]2Cn3c(cccc3=O)[C@@H]1N2Cc1nccs1
  1.8	12.2	-1.5	36.2	nt	3.8	3.7	0.2
Cc1ccc(C(O)(C(=O)OC(C)C)C(O)c2ccc(F)cc2)cc1 (stereo unspecified)
  nt	-2.1	2.1	nt	nt	-0.7	nt	0.2
Clc1ccc2c(c1)C(OC1CN3CCC1CC3)c1ccccc1CS2 (stereo unspecified)
  -2.9	-0.1	36.3	nt	-12.3	0.4	6.5	0.0
CCCCCn1c(=O)c(C(=O)Nc2ccccc2S(N)(=O)=O)c(O)c2ccccc21
  5.3	3.6	26.4	nt	14.6	-2.1	nt	0.0

(list continues)
Every second line gives: ERAP1 inh	S100A4 MyoIIA	LGR2 inh	Statin myotox sup	PGC1a acetyl inh	SIRT5 block	Cneo AK release	Xi reactivation
CCN(CC)C(=O)c1ccc(NC(=O)c2cn(-c3ccccc3)nc2-c2ccc(OC)cc2)cc1
  -0.7	-4.1	16.4	-7.5	nt	2.2	1.5	0.1
CCOC(=O)C1=CC(=C2C(=O)N(CC)C(=S)N(CC)C2=O)c2ccccc2O1
  5.5	-9.6	-17.9	nt	nt	1.8	nt	0.4
COc1ccc(-n2c(O)c(C(C)=Nc3ccc4c(c3)CCC4)c(=O)[nH]c2=O)cc1
  -0.6	-0.3	-22.4	nt	4.1	-2.0	-0.6	-0.1
c1cncc(CNC2CCCCC2)c1
  1.4	-2.3	18.2	-9.8	-10.4	2.7	-1.1	0.1
CN1CCN(c2ccc([N+](=O)[O-])c(N3CCCCC3)c2)CC1
  13.6	-2.5	-6.5	3.1	2.6	-26.1	-3.8	0.1
C[C@H]1CC[C@H]2NCCN[C@H]2C1
  -2.3	0.3	-19.0	nt	3.5	1.8	nt	-0.1
O=C(O)[C@H]1[C@H](CO)[C@H]2Cn3c(ccc(-c4ccncc4)c3=O)[C@@H]1N2C(=O)C1CCC1
  13.7	13.4	8.3	0.9	nt	-53.0	1.1	0.5
NCC(CC(=O)O)C1CCCCC1 (stereo unspecified)
  -8.5	9.1	nt	-2.0	-4.0	-1.2	-2.9	nt
CC1=CC(=C2C(=O)NC(=S)NC2=O)C=C(C(F)(F)F)N1Cc1ccccc1
  -2.9	-3.6	-3.2	nt	87.5*	1.4	nt	0.4
COc1ccc(CCNCc2cccn2C)cc1
  -1.4	-8.0	30.3	-1.7	nt	-7.3	-0.4	0.0
FC(F)(F)c1ccc2c(c1)NP(=S)(N1CCOCC1)c1nccn1-2 (stereo unspecified)
  1.4	-2.3	-1.8	35.4	2.8	2.3	-0.4	nt
COc1ccccc1N1CCN(Cc2c(F)cccc2F)CC1
  -1.2	2.6	-5.4	8.0	-2.6	3.6	2.1	nt
CCOP(=O)(OCC)C(Cc1ccccc1)NC(C)=O (stereo unspecified)
  nt	2.6	13.7	0.1	-0.1	-0.1	1.4	-0.1
COc1cccc(CC(=O)N2CCN(Cc3cccc(Cl)c3)CC2)c1
  -2.6	-1.6	-8.6	9.4	nt	-1.9	0.3	0.2
CCC(=NCCO)c1c(O)n(-c2ccc(Cl)cc2)c(=O)[nH]c1=O
  4.1	2.6	-13.5	114.3*	7.0	7.0	0.1	nt

Next section.
Every second line gives: ERAP1 inh	S100A4 MyoIIA	LGR2 inh	Statin myotox sup	PGC1a acetyl inh	SIRT5 block	Cneo AK release	Xi reactivation
O=C(NC(=O)c1c(F)cccc1F)Nc1cc(Cl)c(F)c(Cl)c1F
  -2.2	-22.9	-5.2	-15.3	-1.6	-2.1	7.6	0.1
C/C=C(\C)C(=O)N[C@@H](c1ccccc1)[C@@H](O)C(=O)O[C@H]1C[C@@]2(O)[C@@H](OC(=O)c3ccccc3)C3[C@](C)(C(=O)[C@H](O)C(=C1C)C2(C)C)[C@@H](O)C[C@H]1OC[C@@]31OC(C)=O (stereo partly specified)
  -3.5	7.2	19.1	-4.8	-8.4	0.7	0.3	nt
CCC1(CC)C(=O)NC(=O)N(c2ccccc2)C1=O
  -1.7	-5.2	-6.2	-12.3	-5.3	-1.0	-1.3	nt
CCOc1cc(/C=C2\C(=O)NC(=O)N(CCc3ccc(F)cc3)C2=O)ccc1O
  8.0	-11.2	-8.3	8.8	1.7	-1.7	nt	-0.1
COc1ccc(CN2CC=C(c3ccc(F)cc3)CC2)cc1Br
  7.4	0.2	-1.1	9.4	-3.5	2.3	0.1	0.0
COc1ccc(F)cc1C(=O)C1CCCN(Cc2ccc(O)cc2)C1 (stereo unspecified)
  1.5	-10.3	nt	9.4	13.9	17.4*	1.7	-0.2
CC(=O)Cc1ccc(OC(C)C)cc1
  1.2	1.9	4.0	nt	nt	-0.8	nt	0.2
CC1CN(C(=O)CCC(=O)N2CCC3(CC2)OCCO3)c2cc(Cl)ccc2O1 (stereo unspecified)
  0.1	2.5	10.9	10.4	7.2	2.3	-0.2	0.1
CC(C)n1c(=O)c(C=Nc2ccc(Cl)cc2)c(O)n(Cc2ccco2)c1=O
  -2.7	-20.7	7.0	nt	nt	-3.7	nt	0.4
Cc1cc(Oc2cc(NN3CCCCC3)c([N+](=O)[O-])cc2[N+](=O)[O-])ccc1[N+](=O)[O-]
  -1.3	6.2	-1.0	4.4	6.5	-4.1	-1.3	0.0
NP(=O)(OCC(F)(F)F)Oc1ccc(Cl)cc1 (stereo unspecified)
  -1.5	0.1	-12.9	nt	3.6	-0.2	3.6	0.0
O=c1[nH]c(=O)n(CC2CCCO2)c(O)c1/C=C1\C=Nc2ccccc21 (stereo unspecified)
  8.1&10.9	-8.4&-10.0	4.3&14.5	nt	4.2	2.2&1.0	1.8	0.1&0.0
COc1ccc(-c2nc3ccc(Br)cn3c2CC(=O)N2CCCC2)cc1OC
  -1.9	7.0	-2.6	nt	nt	0.8	nt	0.9
Cc1ccc(-c2ccc(=O)n(CCC(=O)N3CCC4(CC3)OCCO4)n2)cc1
  2.0	0.8	-11.1	nt	nt	-0.9	nt	-0.2

Compound activity from PubChem.

Only part of the results is shown; the hit share may differ from the screen's.
